FBW7 act – activators of human E3 ligase FBW7; Q969H0; AlphaScreen FBW7–phospho-cyclin E peptide binding, activator screen; normalized activity (activation), % at 26.1 µM; 0.13% of 650,000 active; in the data active means normalized activity above about 1.9%;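 further: purified mutant Fbw7 with reduced substrate affinity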
Target sequence (Q969H0 whole entry, looked up): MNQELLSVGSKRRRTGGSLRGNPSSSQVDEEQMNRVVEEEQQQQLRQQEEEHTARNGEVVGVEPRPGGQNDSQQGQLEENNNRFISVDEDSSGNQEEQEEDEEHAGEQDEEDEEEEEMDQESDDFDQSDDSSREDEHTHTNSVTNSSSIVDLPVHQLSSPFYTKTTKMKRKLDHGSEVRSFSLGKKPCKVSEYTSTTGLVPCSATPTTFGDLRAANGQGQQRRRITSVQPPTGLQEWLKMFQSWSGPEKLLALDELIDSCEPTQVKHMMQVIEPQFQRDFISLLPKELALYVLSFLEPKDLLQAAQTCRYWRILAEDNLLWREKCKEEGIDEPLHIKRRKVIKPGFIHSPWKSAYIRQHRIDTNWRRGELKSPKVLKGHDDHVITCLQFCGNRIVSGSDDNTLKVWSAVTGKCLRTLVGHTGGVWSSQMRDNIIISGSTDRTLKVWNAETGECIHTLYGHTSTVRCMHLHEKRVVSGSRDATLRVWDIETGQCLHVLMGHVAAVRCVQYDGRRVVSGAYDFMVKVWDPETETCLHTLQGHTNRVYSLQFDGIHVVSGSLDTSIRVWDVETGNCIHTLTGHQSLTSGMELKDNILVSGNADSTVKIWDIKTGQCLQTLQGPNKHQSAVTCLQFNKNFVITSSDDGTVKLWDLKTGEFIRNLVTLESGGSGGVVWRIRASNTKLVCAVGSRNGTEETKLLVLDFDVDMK
GPR151 ag – human GPR151 activation; PathHunter beta-arrestin GPR151 cells, luminescence; activation, % at 11.2 µM; 1% of 650,000 active; AID 1508602; in the data active means activation above about 4.9%;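 further: 0% = median of compound wells and 100% = cells with positive control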
MITF inh – inhibitors of human MITF; O75030; AlphaScreen MITF homodimerization, bead proximity signal; inhibition, % at 2.6 µM; 0.91% of 650,000 active; AID 1259374; in the data active means inhibition above about 50%;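 further: 0% = vehicle wells with protein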
TEAD-YAP block – TEAD-YAP interaction inhibition | HEK-TIYL cells, TEAD-Gal4/YAP UAS-luciferase luminescence | inhibition, % at 9.12 µM | 1.4% of 640,000 active | AID 1259422; in the data active means inhibition above about 32%;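 further: 0% = median of test compound wells and 100% = reference inhibitor wells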
* hit, by the source's call. Rows are unselected, and some 3.5% of all compounds hit somewhere here.

smiles | FBW7 act | GPR151 ag | MITF inh | TEAD-YAP block
Cc1c(C(=O)NC(=O)Nc2ccc(Cl)cc2)c(Cl)nc(Cl)c1[N+](=O)[O-] | 0.1 | -0.7 | -9.8 | 2.8
CN(C)c1nc2nonc2nc1N1CCCCC1CCn1cccn1 (stereo not drawn) | 0.1 | -2.4 | -5.6 | -5.0
CCCC(=O)Oc1ccc2c(=O)c(Oc3ccccc3Br)c(C(F)(F)F)oc2c1 | 0.3 | 0.1 | 2.8 | 3.7
CCN(CC)c1ccc(NC(=O)CN2CCN(S(=O)(=O)c3ccc(Br)cc3)CC2)cc1 | 0.2 | 0.0 | 8.3 | 18.6
CCOC(=O)/C(C#N)=C/c1c(Oc2ccccc2OC)nc2c(C)cccn2c1=O | 0.3 | -1.1 | -0.5 | 8.2
COc1ccc(OC(=O)COc2nc3nc(C)cc(C)c3[nH]2)cc1 | 0.0 | 4.0 | 16.2 | 9.2
O=C(Cn1cnc([N+](=O)[O-])n1)N1c2ccccc2Sc2ccccc21 | 0.0 | -1.4 | -2.0 | 3.8
COc1cc(OC)nc(N2CCN(C(=S)Nc3cccc(Cl)c3)CC2)n1 | 0.1 | -0.5 | 8.7 | 7.8
Cc1[nH]nc(SCC(=O)Nc2sc3c(c2C(N)=O)CCCC3)c1[N+](=O)[O-] | 0.4 | -0.8 | 11.4 | 2.0
CC(=O)Nc1ccc(-n2c(/C=C\c3cccc(C(F)(F)F)c3)nc3ccccc3c2=O)cc1 | 1.0 | -0.5 | 9.9 | -5.2
O=C(CCN1CCOCC1)OC1CCCCC1S(=O)(=O)Cc1ccccc1 (stereo not drawn) | 0.0 | -0.3 | -5.5 | 11.8
Cc1ccc(NC(=O)C(=O)N/N=C/c2ccc(C(=O)O)cc2)cc1C | -0.1 | -0.1 | -7.8 | -5.3
Cc1ccc(-n2cc(-c3ccccc3)c3c(NCc4ccccn4)ncnc32)cc1Cl | 0.6 | -0.2 | 16.1 | 6.4
Cc1cc(Cl)c(S(=O)(=O)NCCC(=O)O)cc1OCC(N)=O | -0.1 | -0.4 | 5.5 | 1.5
COc1cc2c(C(=O)Nc3ccccc3F)cn(C)c(=O)c2cc1OC | 0.0 | -1.2 | 6.7 | -4.8
Cc1ccc2c(c1)n([O-])c1c([n+]2=O)CCCC1 | 0.2 | -0.4 | 13.1 | -7.0

The closing two records of the section before lead into the next.
smiles | FBW7 act | GPR151 ag | MITF inh | TEAD-YAP block
COc1cc2c(C(=O)Nc3ccccc3F)cn(C)c(=O)c2cc1OC | 0.0 | -1.2 | 6.7 | -4.8
Cc1ccc2c(c1)n([O-])c1c([n+]2=O)CCCC1 | 0.2 | -0.4 | 13.1 | -7.0
CS(=O)(=O)N1CCN(C(=O)c2ccc(Cl)s2)CC1 | 0.2 | -1.6 | 6.9 | 5.7
Nc1ccc(-n2ncnc2-c2cccc(-n3ncc4cc(Nc5ccccc5F)ccc43)c2)cc1 | -0.1 | 0.7 | 2.6 | -10.8
COc1ccc(N2CCN(S(=O)(=O)c3cc(C(=O)Nc4ccccc4Cl)ccc3F)CC2)cc1 | 0.1 | -1.0 | 0.7 | 16.5
COC(=O)CSc1nnc(-c2sc3ccccc3c2Cl)n1C | -0.1 | 0.1 | -2.3 | -4.2
O=C(/C=C/c1ccccc1)N(O)c1ccc(Br)cc1 | -0.2 | -0.3 | 24.3 | -52.2
CCn1c(/C=C/c2ccc(Cl)cc2)nc2ccccc2c1=O | 0.1 | 0.2 | 2.5 | -4.4
Cc1cc(NC(=O)c2ccccc2)ncc1NC(=O)c1cnccn1 | 0.0 | -3.9 | -17.8 | -48.5
O=C(NCCc1ccccc1)C1CCN(Cc2cccnc2)CC1 | 0.1 | 2.6 | 50.7* | 1.5

Some of the entries so far, field by field:
Cc1cc(NC(=O)c2ccccc2)ncc1NC(=O)c1cnccn1
  FBW7 act: 0.0
  GPR151 ag: -3.9
  MITF inh: -17.8
  TEAD-YAP block: -48.5

O=C(NCCc1ccccc1)C1CCN(Cc2cccnc2)CC1
  FBW7 act: 0.1
  GPR151 ag: 2.6
  MITF inh: 50.7*
  TEAD-YAP block: 1.5

(cont.)
smiles | FBW7 act | GPR151 ag | MITF inh | TEAD-YAP block
COc1ccc(OC)c(NC(=O)CN(c2cccc(C)c2C)S(C)(=O)=O)c1 | -0.2 | 6.0* | 6.3 | -3.2
O=S(=O)(NCCCN1CCOCC1)c1ccc(F)c(F)c1F | 0.1 | -0.6 | -3.9 | -0.2
COc1ccc(C2=NN(C(=O)CSc3nnc(CNC(=O)c4cccs4)n3C)C(c3ccc(F)cc3)C2)cc1 (stereo not drawn) | 0.0 | 2.2 | -7.1 | -5.8
Cc1cc(=O)[nH]c(SCc2cn3ccccc3n2)n1 | 0.1 | -1.3 | -4.1 | -8.3
Cc1ccc(N2CCN(c3ncnc4c3cnn4-c3ccc(Cl)cc3)CC2C)cc1 (stereo not drawn) | 0.1 | -0.9 | 2.7 | -1.6
O=C(NCCCO)C1CCN(S(=O)(=O)c2ccc(F)cc2)CC1 | 0.1 | -1.0 | -3.9 | -1.7
O=C(Nc1cc(C(=O)N2CCCC2)ccc1N1CC2CC(C1)c1cccc(=O)n1C2)c1ccncc1 (stereo not drawn) | 0.0 | 2.6 | -1.3 | 6.4
Cc1ccc(Sc2nc3ccc(C)cn3c(=O)c2/C=N/O)cc1 | -0.1 | -1.1 | 16.1 | -4.2
CCOC(=O)C1=CN(c2ccc(C)cc2)C=C(C(=O)OCC)C1c1ccc(C)s1 | 0.1 | -1.0 | -12.1 | -0.7
Cc1sc2ncn(CC(=O)Nc3ccc4c(c3)OCCO4)c(=O)c2c1S(=O)(=O)N1CCCCC1 | 0.1 | -0.5 | 7.1 | -9.7
N#Cc1ccc(OCC(=O)OCC(=O)NCc2ccco2)cc1 | -0.1 | -1.1 | 3.4 | 4.1
O=C(Nc1cccnc1)c1cc(-c2ccc(Br)cc2)nc2ccccc12 | 0.0 | 1.3 | 6.6 | 8.8
COc1c(C)cc(Br)cc1C(=O)NC(=S)Nc1nc(C)cc(C)n1 | -0.2 | 1.8 | -0.1 | 0.7
CCCCn1c(O)c(C=NCCc2c[nH]c3ccccc23)c(=O)[nH]c1=S | -0.1 | -0.7 | -3.4 | 6.9
O=C(CC[C@H]1CN(Cc2cccnc2)CC[C@H]1N1CCCC1)N1CCCCC1 | 0.1 | 0.5 | 0.7 | -3.1
O=CN1CCCN(Cc2nc(Nc3ccccc3)c3ccccc3n2)CC1 | 0.0 | -1.3 | 4.4 | -9.4
O=C(CSc1nnc(-c2ccccc2)o1)c1ccc([N+](=O)[O-])cc1 | -0.1 | -0.5 | -4.3 | 3.9
CCCCNC(=O)/C(=C/c1ccc2c(c1)OCO2)NC(=O)/C=C/c1ccco1 | 0.0 | 0.7 | -4.4 | -0.7
CCN1C(=O)CC(CC(=O)N2CCCC(O)C2)(c2cccc(C(F)(F)F)c2)C1=O (stereo not drawn) | 0.1 | 0.2 | 7.5 | 8.8
CCOC(=O)C1=C(C)N=c2s/c(=C\c3ccc(-c4cccc([N+](=O)[O-])c4)o3)c(=O)n2C1c1c(OC)ccc2ccc(OC)cc12 (stereo not drawn) | -0.2 | 1.5 | -3.9 | 0.2
C=CCSc1nnc(Cc2cc(=O)[nH]c(=O)[nH]2)n1-c1ccc(OC)cc1 | -0.1 | -0.8 | -11.2 | -12.9
O=C(O)C1CC=CCC1C(=O)Nc1nc(-c2ccccc2Cl)cs1 (stereo not drawn) | 0.0 | -1.8 | 2.1 | 1.8
CCS(=O)(=O)N1CCC(C(=O)NC2CCCCC2)CC1 | -0.3 | 0.7 | -1.7 | -5.6
CCCCN(C)CCCN1C(=O)C2C(C(=O)Nc3cccc(Cl)c3)C3C=CC2(O3)C1C(=O)NC1CCCC(C)C1C (stereo not drawn) | -0.2 | 0.4 | -5.2 | -14.0

Next entries:
molecule	FBW7 act	GPR151 ag	MITF inh	TEAD-YAP block
Cc1ccc(-c2ccc(C(=O)N3CCN(C)CC3)c(N(C)C)n2)cc1C	0.0	3.7	14.8	-1.3
CC1CCN(C(=O)C2CCN(S(=O)(=O)c3ccccc3[N+](=O)[O-])CC2)CC1	0.0	0.9	5.3	10.0
CNC(=S)Nc1ccc(C(=O)OC)cc1	0.0	0.5	6.9	8.7
Cc1ccccc1-n1nc2c(c1NC(=O)c1ccccc1Br)CS(=O)C2 (stereo not drawn)	0.1	0.4	20.8	-5.9
CC1(C)C(=O)NCCN1C(=O)c1ccc(Br)cc1	-0.1	0.6	1.9	-5.5
Brc1c(CSc2nc3ccccc3o2)nc2sccn12	0.0	-0.4	9.9	-109.0
O=C(Nc1nc2ccccc2n1Cc1ccccc1Cl)c1ccccc1	0.0	0.5	-5.7	-0.5
O=C1c2ccccc2C(=O)c2cc(NC(=O)C3COc4ccccc4O3)ccc21 (stereo not drawn)	-0.2	-1.1	-10.3	-0.4
CCCn1c(C)cn2c3c(=O)n(Cc4ccc(C)cc4)c(=O)n(C)c3nc12	-0.1	1.2	0.6	-6.0
O=C(Nc1cccnc1)c1ccc(CN2CCN(c3ccccc3)CC2)cc1	0.2	0.0	11.2	20.3
Cc1cc(=O)[nH]c(SCc2csc(-c3ccccc3)n2)n1	-0.1	-0.5	-1.1	-9.1
CCOc1cc(NC(=O)Nc2ccccc2OC)c(OCC)cc1NC(C)=O	-0.2	1.0	0.0	-16.4
CC(=O)OCC(=O)Nc1cccc(C)c1	-0.2	0.0	-1.7	-3.9
COc1cc(CN(C(=O)c2cccc(C)c2)C2CCS(=O)(=O)C2)cc(OC)c1OC (stereo not drawn)	-0.1	0.5	5.1	9.3
CS(=O)(=O)N(Cc1ccccc1Cl)c1ccc(C(=O)O)cc1	-0.1	1.2	-9.3	-8.3
Cc1ccc(S(=O)(=O)c2nc(CC(C)C)oc2N2CCCCC2)cc1	0.1	0.0	9.6	4.9
CCOC(=O)c1cnc2c(C)cccc2c1Nc1cccc(O)c1	0.2	-0.5	25.1	0.4
CCSc1nnc(NC(=O)Cc2ccc(Cl)cc2)s1	-0.1	1.6	-0.3	-5.9
Cc1nn(C)cc1-c1cc(C(=O)O)no1	0.4	0.6	9.8	5.4
CN(C(=O)COC(=O)c1cncc(Br)c1)C1CCCCC1	0.1	-0.9	1.8	6.6
Cc1ccc(C(=O)NC(c2ccccc2)c2ccccc2)o1	-0.1	0.1	15.2	14.2
COc1ccc(-c2csc3c(=O)n(Cc4cccc(Cl)c4)cnc23)cc1	0.0	-0.4	-8.3	5.1
COCCNC(=S)NNS(=O)(=O)c1cccc([N+](=O)[O-])c1	0.0	-0.1	12.2	-0.1
CC1CC(C)CN(CCCN2CC34C=CC(O3)C(C(=O)O)C4C2=O)C1 (stereo not drawn)	0.0	0.3	0.2	-4.7
O=[N+]([O-])c1ccc(S(=O)(=O)CC#CCO)cc1	-0.2	1.7	3.1	-19.2
CCCOc1ccc(C2C(=O)N(C3CCC(C)CC3)CC(=O)N2C2CC2)cc1OC (stereo not drawn)	0.0	-1.0	-1.8	-4.1
COc1ccc(OC)c(NC(=S)Nc2ccc(OC)cc2OC)c1	0.8	-0.9	21.9	4.3
CCCC(=O)Nc1c2c(nn1-c1cccc(C)c1C)CS(=O)C2 (stereo not drawn)	0.0	2.6	-1.9	2.9
O=C(Nn1c(-c2cccc(Cl)c2)nc2ccccc2c1=O)c1cccc(Cl)c1	0.1	1.8	11.5	-1.1
CC(C)(C)C1(O)CC(C(F)(F)F)=NN1C(=O)c1ccncc1 (stereo not drawn)	-0.1	-0.4	-6.0	2.0
CCOc1ccc(/C(O)=C2/C(=O)C(=O)N(CCN(CC)CC)C2c2ccc(N(C)C)cc2)c(C)c1 (stereo not drawn)	-0.2	2.1	7.2	7.8
O=C(NN1C(=O)c2ccc(Oc3cccc([N+](=O)[O-])c3)cc2C1=O)c1ccco1	0.1	0.2	1.8	-42.7
Cc1ccc2cccc(OC(=O)c3ccc(Cl)cc3[N+](=O)[O-])c2n1	-0.2	-1.2	-9.0	3.9
Cn1c(SCC(=O)c2ccc([N+](=O)[O-])cc2)nnc1-c1ccco1	0.0	0.3	6.0	12.0
O=C(NCCCN1CCOCC1)c1c(Cl)cccc1Cl	0.1	0.4	-0.1	4.4
CCC(OC(=O)/C=C/c1ccc([N+](=O)[O-])cc1)C(=O)Nc1ccc(S(N)(=O)=O)cc1 (stereo not drawn)	0.0	-0.6	31.7	2.2
CN(C)CC(C)(C)CNC(=S)Nc1ccccc1F	-0.1	0.5	6.9	-3.4
COc1ccc2c(c1)c(=O)c1ccccc1n2CC(=O)Nc1ccc(OC)c(OC)c1	-0.1	0.1	10.5	0.2
CC1CCN(c2c(NCc3ccc(C(=O)NCc4ccc(F)cc4)cc3)c(=O)c2=O)CC1	0.1	1.2	-11.4	-5.3
COc1ccc(C)cc1NC(=O)CN(c1cc(Cl)ccc1OC)S(C)(=O)=O	0.0	-1.5	-8.8	5.3
CN(C)CCNC(=S)Nc1ccc(F)c(Cl)c1	-0.3	0.0	-13.9	-0.7
CN(Cc1ccccc1)c1ccnc2c(-c3cccc(NS(C)(=O)=O)c3)cnn12	-0.2	-0.3	-8.0	-10.8
CCN1C(=O)CC(CC(=O)N(CC2CCC2)CC2CCCO2)(c2ccccc2C)C1=O (stereo not drawn)	0.2	-0.3	2.9	-9.0
COCCCn1c(C)cn2c3c(=O)n(Cc4ccccc4)c(=O)n(C)c3nc12	-0.2	-0.8	-3.9	-8.5
CCOC(=O)C1=C(C)N=c2s/c(=C\c3ccc(-c4ccc(Br)cc4)o3)c(=O)n2C1c1ccccc1 (stereo not drawn)	0.8	0.2	17.5	0.8

High-throughput results as filed in PubChem BioAssay.
